# Compound activity deposited in PubChem by The Scripps Research Institute Molecular Screening Center.
# Fam108B inh = Fam108B inhibition, counter-screen for RBBP9 inhibitors | recombinant Fam108B, FP-Rh probe fluorescence polarization | inhibition, % at 9.51 µM | 300,000 compounds, 0.33% hits;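 active = inhibition above the screen mean inhibition plus 3 SD, computed separately per campaign, cut at about 18% in these data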;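 also: inhibitors lower polarization as less probe binds the enzyme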
# PAFAH1B3 inh = blocks human PAF acetylhydrolase 1B catalytic subunit 3; Q15102; inhibition, % at 3.39 µM; AID 492972; recombinant PAFAH1B3, FP-rhodamine probe, fluorescence polarization; 340,000 compounds, 0.28% hits;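 active = inhibition above the screen-wide average of all tested compounds plus 3 SD, cut at about 25% in these data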;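 also: 0% = enzyme with DMSO only and 100% = wells lacking PAFAH1B3 protein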
# PAD4 FP inh = PAD4 (human) enzyme inhibition; inhibition, % at 6.36 µM; 330,000 compounds, 0.41% hits; AID 485272; recombinant PAD4, RCA probe fluorescence polarization; Q9UM07;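 active = percent inhibition above a cutoff equal to the mean of all tested compounds plus 3 SD, cut at about 15% in these data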;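 also: 0% = PAD4 with RCA probe and DMSO and 100% = probe without PAD4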
# GSTO1 counter = GSTO1 inhibition, counter-screen for RBBP9 inhibitors; recombinant GSTO1, activity-based probe fluorescence polarization; inhibition, % at 5.96 µM; 300,000 compounds, 1.1% hits; AID 1974;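 active = inhibition above the campaign mean inhibition plus 3 SD, cut at about 35% in these data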;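 also: 0% = GSTO1-1 with DMSO and 100% = wells lacking GSTO1-1 enzyme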
# Target sequence (P78417 whole entry, looked up): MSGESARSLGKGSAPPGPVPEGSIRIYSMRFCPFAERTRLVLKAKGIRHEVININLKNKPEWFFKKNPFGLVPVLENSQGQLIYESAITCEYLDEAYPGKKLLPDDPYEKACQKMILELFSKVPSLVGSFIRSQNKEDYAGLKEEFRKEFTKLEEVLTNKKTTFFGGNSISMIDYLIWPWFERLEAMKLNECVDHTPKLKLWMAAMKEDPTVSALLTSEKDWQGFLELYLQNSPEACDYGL
# LYPLA1 counter = counter-screen for PME1 inhibitors: inhibitors of human LYPLA1 | inhibition, % at 5.9 µM | recombinant LYPLA1, FP-Rh probe fluorescence polarization | AID 2174 | 320,000 compounds, 0.16% hits;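 active = inhibition above the mean of all tested compounds plus 3 SD, set per campaign, cut at about 14% in these data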;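 also: inhibitors block serine hydrolase probe labeling of LYPLA1 so polarization falls; 0% = enzyme with DMSO and 100% = wells lacking LYPLA1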
# PME-1 inh = blocks human protein phosphatase methylesterase 1; Q9Y570; recombinant PME-1, FP-Rh probe fluorescence polarization; inhibition, % at 5.9 µM; 320,000 compounds, 0.53% hits; AID 2130;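 active = inhibition above the campaign mean of all compounds plus 3 SD, cut at about 26% in these data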;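 also: competitive labeling of PME-1 active site by serine hydrolase directed probe; 0% = PME-1 with DMSO and 100% = wells lacking PME-1 enzyme; inhibitors block probe labeling so polarization falls and inhibition rises; many of its hits are not listed in these tables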
# PAFAH2 inh = inhibitors of human PAFAH2 | recombinant PAFAH2, FP-rhodamine activity probe, fluorescence polarization | Q99487 | 340,000 compounds, 0.99% hits | inhibition, % at 3.39 µM;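 active = inhibition above the mean over all tested compounds plus 3 SD, cut at about 30% in these data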;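 also: inhibitors block probe labeling of enzyme so polarization drops; 0% = enzyme with DMSO and 100% = wells lacking PAFAH2 protein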
# PAFAH1B2 inh = blocks human PAF acetylhydrolase 1b catalytic subunit 2; P68402; recombinant PAFAH1B2, FP-rhodamine activity probe, fluorescence polarization; inhibition, % at 3.39 µM; 340,000 compounds, 1.2% hits; AID 492953;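 active = inhibition above the mean of all tested compounds plus 3 SD, cut at about 24% in these data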;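 also: 0% = enzyme with DMSO and 100% = wells lacking PAFAH1B2; many of its hits are not listed in these tables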
# Target sequence (P68402 whole entry, looked up): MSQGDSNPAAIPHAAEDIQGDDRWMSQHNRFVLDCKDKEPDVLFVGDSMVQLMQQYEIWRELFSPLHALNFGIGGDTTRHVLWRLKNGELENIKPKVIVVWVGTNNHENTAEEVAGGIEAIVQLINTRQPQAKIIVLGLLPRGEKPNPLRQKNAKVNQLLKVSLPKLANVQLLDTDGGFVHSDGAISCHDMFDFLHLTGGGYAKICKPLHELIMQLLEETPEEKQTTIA
# pPAFAH inh = inhibitors of human plasma PAF acetylhydrolase (pPAFAH); inhibition, % at 3.39 µM; 330,000 compounds, 1.5% hits; AID 463082; recombinant pPAFAH, FP-rhodamine probe fluorescence polarization;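 active = inhibition above the mean inhibition across the screen plus 3 SD, cut at about 25% in these data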;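 also: inhibitors block binding of the rhodamine activity-based probe so polarization drops; 0% = enzyme with DMSO and 100% = wells lacking pPAFAH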
# Target sequence (Q13093 whole entry, looked up): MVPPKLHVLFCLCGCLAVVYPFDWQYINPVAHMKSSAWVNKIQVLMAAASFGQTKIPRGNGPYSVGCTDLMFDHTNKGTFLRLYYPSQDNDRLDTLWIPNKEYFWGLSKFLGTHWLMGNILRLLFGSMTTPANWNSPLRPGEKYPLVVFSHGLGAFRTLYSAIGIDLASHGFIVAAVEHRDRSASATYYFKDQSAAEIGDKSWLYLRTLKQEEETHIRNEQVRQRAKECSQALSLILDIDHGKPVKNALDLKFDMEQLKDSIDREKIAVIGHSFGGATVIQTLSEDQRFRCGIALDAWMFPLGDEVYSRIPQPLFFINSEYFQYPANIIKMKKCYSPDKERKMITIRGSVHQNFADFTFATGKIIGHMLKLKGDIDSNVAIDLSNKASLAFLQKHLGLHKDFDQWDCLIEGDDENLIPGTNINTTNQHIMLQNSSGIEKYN
# The depositor's hits bear a star; nt = no result given. Only part of the results is shown; count on the stated rates, not on these rows.
SMILES,Fam108B inh,PAFAH1B3 inh,PAD4 FP inh,GSTO1 counter,LYPLA1 counter,PME-1 inh,PAFAH2 inh,PAFAH1B2 inh,pPAFAH inh
CC(C)(Cc1ccc(O)cc1)NC(=O)CC(=O)N=Nc1c(O)[nH]c2cc(Br)ccc12,-1,-2,-7,11,-1,-5,2,7,5
COc1ccc(/C=C(\C#N)c2cc(OC)c(OC)cc2[N+](=O)[O-])cc1,3,-1,0,6,-1,-3,2,-1,8
Cc1nn(-c2ccc(Br)cc2)c(=O)c2ccccc12,88*,5,-5,34,2,93*,3,1,51*
COC(=O)c1cc2c(s1)-c1ccccc1OC2,0,6,-1,1,-3,3,3,4,3
CCOc1ccc(OCC(=O)OCC(=O)NCC2CCCO2)cc1 (centres undefined),nt,4,-1,nt,2,5,2,7,2
COc1ccc(S(=O)(=O)NCc2ccc(C(=O)O)cc2)cc1,1,6,-2,-5,-1,1,2,5,3
COc1cccc(N(C(=O)c2snc(C(N)=O)c2N)C(C(=O)NCC2CCCO2)c2ccc(F)cc2)c1 (centres undefined),-7,7,-6,-7,-4,-4,3,2,2
Cc1ccc(-n2c(=O)cc(N3CC(C)CC(C)C3)[nH]c2=O)cc1 (centres undefined),4,1,-8,1,1,-7,-9,-3,-1
N#C/C(C(=O)N1CCOCC1)=C1/SC(Cc2ccc(F)cc2)C(=O)N1c1ccccc1 (centres undefined),1,-2,2,3,0,7,0,3,-1
CCCn1c(SCC(=O)Nc2ccccc2OC)nnc1-c1ccco1,-3,1,2,-3,-2,-1,-5,7,-4
COc1cc(/C=C2/C(=O)NN(c3cccc(Cl)c3)C2=O)cc(Br)c1O,-2,6,-7,-22,-2,-2,12,6,20
Cc1ccccc1OCCCn1c(=O)sc2ccccc21,1,8,0,2,1,2,-5,3,4
Cc1cc(NC(=O)CSc2nc(C(C)(C)C)nc3ccccc23)no1,-3,10,2,-1,1,1,0,2,-2
CC(C)(C)CC(=O)Nc1nnc(SCC(=O)N2CCCCC2)s1,1,2,0,-4,0,-2,-3,9,0
C=C[C@@H]1c2cc(C)ccc2N(S(=O)(=O)c2ccc(C)cc2)[C@H](c2ccc(OC(C)=O)cc2)C1(C#N)C#N,nt,-14,1,nt,-9,-34,-10,-6,0
OCCSc1nc(-c2cccnc2)nc2ccccc12,3,-2,-8,-6,2,-4,5,0,2
O=c1sc(Nc2ccccc2)nc2ccsc12,7,3,2,1,2,-3,0,7,4
CN=C1CC(C)(C)CC(=O)/C1=C(/O)CCC(=O)NC,0,3,1,3,-1,3,2,2,1
O=C(NC1CCCCCC1)c1cc2n(n1)C(C(F)(F)F)CC(c1ccco1)N2 (centres undefined),-3,3,-1,8,3,-2,6,5,34*
O=C(Nc1ccc(S(=O)(=O)N2CCCCC2)cc1)c1cnccn1,2,9,-3,7,0,-1,-4,4,1
COc1ccc(C2C(C#N)=C(N)N(N(C)C)C3=C2C(=O)CC(C)(C)C3)cc1 (centres undefined),3,-4,-1,4,-3,-3,8,1,1
COc1ccc(C(c2sc3nc(C)nn3c2O)N2CCN(Cc3ccccc3)CC2)cc1OC (centres undefined),3,8,2,7,0,7,-4,3,-2
COc1cc(C(=O)NCC(=O)NCCCSc2ccccc2)cc(OC)c1OC,nt,-1,-4,nt,1,-1,-7,5,0
CCc1ccc(N=c2c([N+](=O)[O-])nn(-c3ccccc3)n2O)cc1,7,4,1,13,1,2,0,0,10
COc1ccc(CCC(=O)N2CCc3ccccc32)cc1,0,5,-1,0,0,-1,-7,3,1

# Next records follow:
SMILES,Fam108B inh,PAFAH1B3 inh,PAD4 FP inh,GSTO1 counter,LYPLA1 counter,PME-1 inh,PAFAH2 inh,PAFAH1B2 inh,pPAFAH inh
c1ccc2sc(NC3=NCN(Cc4ccc5c(c4)OCO5)CN3)nc2c1,1,4,2,4,2,0,-7,-2,-5
Cc1ccc(N(CC(=O)NCc2ccc3c(c2)OCO3)C(=O)CCC(=O)Nc2ccccn2)cc1,-5,9,-2,1,0,5,0,1,5
COc1cccc(-n2nnc3c(=O)n(CC(=O)NC4CCCC4)cnc32)c1,-2,5,-1,1,-3,1,3,-1,-5
CC(C)(C)n1nc2c(c1NC(=O)COc1ccc3ccccc3c1)CS(=O)(=O)C2,3,-3,0,8,0,-1,6,-2,-3
Cc1cccc(OCC(=O)N2CCN(C(=O)Cc3ccccc3)CC2)c1,4,7,-1,3,3,3,-3,-3,2
O=C(Nc1ncc(Br)s1)C1CCCN1S(=O)(=O)c1cccc2cccnc12 (centres undefined),0,-1,1,7,-3,-1,3,0,2
CC(=O)CCc1ccc(OCC(O)CNCCOc2ccc(C)cc2)cc1 (centres undefined),-1,10,0,0,-4,-2,5,-2,2
CCCCN1CC[C@H]2C=CC[C@@H](C(=O)Nc3ccc(Cl)cc3Cl)[C@H]2C1=O,4,3,-3,5,0,1,2,5,-3
Cc1ccc2nc(-c3ccccn3)cc(C(=O)Nc3ccc4c(c3)OCO4)c2c1,-6,6,-2,8,-4,-5,-8,0,-3
COc1cc(Oc2ccccc2)nc(N)n1,9,-1,-2,2,-2,-4,-3,0,-3
Cc1ccc(-c2nnc(N3CCN(CCO)CC3)c3ccccc23)cc1,0,-2,-1,3,3,-4,2,3,1
COc1ccccc1N1CCN(C(=O)/C=C/c2cccs2)CC1,1,-3,-4,1,-3,0,7,4,5
O=C(C[n+]1cc2ccccc2c2ccccc21)c1ccccc1,-2,6,-2,5,-1,-4,-9,1,-6
CC1CCCCN1S(=O)(=O)c1ccc(C(=O)Nc2nnc(C3CC3)o2)cc1 (centres undefined),5,1,3,4,0,3,7,12,1
S=C(Nc1cc(Cl)ccc1Cl)Nn1cnnc1,3,nt,-32,-7,0,0,nt,nt,2
COc1ccc(-c2[nH]ncc2/C=N/NC(=O)c2cc(Br)ccc2O)c(OC)c1,6,8,-3,-34,-1,-16,16,4,16
CCN=c1scc(C)n1/N=C/c1ccsc1,2,0,-1,-1,4,12,-2,4,4
CCCCNc1ccc(C(F)(F)F)cc1S(=O)(=O)NCCc1ccc(F)cc1,nt,-5,3,nt,nt,nt,-11,-1,-5
O=[N+]([O-])c1ccc(S(=O)(=O)Nc2nnc(C3CCCCC3)s2)cc1,-3,-4,-4,-7,3,4,1,9,1
COc1cc2c(cc1NC(=O)CSc1nc3cc(Cl)ccc3s1)oc1ccccc12,-4,3,-4,1,-1,2,-8,0,4
COc1ccc(C(=O)CC(Nc2ccc([N+](=O)[O-])cc2)c2ccc(Cl)cc2)cc1 (centres undefined),-16,-9,0,-12,-24,-30,-20,-3,-9
C/C(=N\OC(=O)c1ccccc1)c1c(C)nc2cc(C)ccn12,-2,1,-5,5,0,0,-4,3,2
O=C(C1CC(=O)N(c2ccc(F)cc2)C1)N1CCCCCC1 (centres undefined),2,-4,-1,0,1,-8,4,0,4
CCc1cccc2c(=O)c(C(=O)NCCN3CCOCC3)c[nH]c12,2,3,0,0,0,-2,-2,3,2
COc1c(C(=O)Nc2ccc(Cc3ccncc3)cc2)ccc2ccccc12,-1,7,-1,-4,-3,2,6,-1,-5

# (listing goes on)
SMILES,Fam108B inh,PAFAH1B3 inh,PAD4 FP inh,GSTO1 counter,LYPLA1 counter,PME-1 inh,PAFAH2 inh,PAFAH1B2 inh,pPAFAH inh
C[n+]1cccc(C(=O)N/N=C/c2ccc3c(c2)OCO3)c1,3,6,4,9,2,-6,-3,-1,-1
O=[N+]([O-])c1cccc(/C=N/NC2=NS(=O)(=O)c3ccccc32)c1,-2,6,-3,16,3,-5,-1,-1,4
CN(CCC#N)C(=O)COC(=O)c1ccc2c(c1)C(=O)N(C1CCCCC1)C2=O,-1,7,-12,-7,3,-6,3,4,-7
COc1ccccc1CNC(=O)CC1C(=O)NCCN1C1Cc2ccccc2C1 (centres undefined),0,7,-5,16,4,4,6,4,6
Cc1cc(O)c(C(C)C)cc1NC(=O)c1ccccc1Cl,6,8,-5,0,2,-7,1,3,-4
COc1ccc(C)cc1N(CC(=O)N/N=C/c1ccc2c(c1)OCO2)S(C)(=O)=O,-5,4,-2,1,-2,1,0,4,4
O=C(Cc1ccccc1)NCCn1ccc2ccccc21,1,-7,0,-1,0,-1,-4,3,-2
CC(Oc1ccc(Br)cc1)C(=O)Nc1ccc(N2CCOCC2)cc1N1CCOCC1 (centres undefined),-4,7,2,0,9,0,1,19,7
CCOC(=O)c1c(C)[nH]c(C(=O)Cn2nnc(-c3ccccc3)n2)c1C,-1,3,-6,-2,-5,-7,-7,0,1
CNc1nnc(-c2ccco2)s1,0,0,-2,10,1,-3,3,3,1
CCOC(=O)N1C2C=C(C)[C@@H]2[C@@H]2CC(=O)N21 (some centres undefined),-9,-5,-3,-2,4,-4,-2,-1,-1
COc1cccc(-c2ccc(NC(=O)C3CCCN(Cc4cnn(C(C)C)c4)C3)cc2)c1 (centres undefined),-1,-4,0,-8,-3,-11,-6,-5,8
CC(C)n1c(SCC(=O)Nc2nncs2)nnc1C1CC1,-3,-4,-2,5,1,-4,0,-3,-3
Cc1c(C)n(Cc2ccc(Cl)cc2)c2ccc(C(=O)NCCCN3CCOCC3)cc12,-2,4,-7,6,-2,6,-2,-1,10
COc1ccc(CC(=O)N2CCN=C2SC)cc1,-2,-1,28*,8,-2,-3,-2,0,4
CCOC(=O)c1cnn(-c2ccccc2)c1-n1cccc1C(=O)C(=O)N(C)C,2,8,-3,8,4,-4,8,4,-2
CNC(=O)C(Sc1ccccc1)c1ccccc1 (centres undefined),-7,-1,-1,1,0,4,3,6,3
COc1ccccc1/C=N/Nc1nc(C)c(C(C)=O)s1,-5,7,-5,5,4,0,4,4,0
O=C(NNC(=O)c1cccc(S(=O)(=O)N2CCN(c3ccccc3)CC2)c1)c1ccc(Cl)cc1,-4,1,-1,-7,1,-10,-10,-4,-3
O=C(NCC1CCCO1)C(c1ccco1)N(Cc1ccc(F)cc1)C(=O)CN1C(=O)c2ccccc2S1(=O)=O (centres undefined),4,6,2,0,2,-1,13,-3,0
COc1ccc(-c2nonc2NC(=O)c2oc3ccccc3c2C)cc1OC,6,4,-1,-1,-2,20,7,0,-7
CC1CN(C(=O)c2cc(F)c(F)cc2Cl)CC(C)O1 (centres undefined),0,7,-2,4,-2,-3,-2,2,1
COc1ccc(S(=O)(=O)N2CCCC(C(=O)NCC3CCCO3)C2)cc1Cl (centres undefined),6,-3,2,8,0,7,5,-1,8
COc1ccc(CN(C(=O)c2cnccn2)C(C(=O)Nc2ccc(F)cc2)c2ccccc2)cc1 (centres undefined),4,6,2,-2,6,1,-1,7,0
C=CC[n+]1c(C)csc1Nc1ccc(C(=O)O)cc1,0,8,2,-4,1,5,7,6,0
COCCCn1c(=S)[nH]c2c(sc3ccccc32)c1=O,2,-5,18*,11,-1,-2,7,-1,-1
CN(C)S(=O)(=O)N1CCN(CC(O)COc2ccc(C(=O)c3ccccc3)cc2)CC1 (centres undefined),2,0,0,-4,-1,1,-2,-1,11

# An excerpt from above in order of length of the SMILES, falling.
SMILES,Fam108B inh,PAFAH1B3 inh,PAD4 FP inh,GSTO1 counter,LYPLA1 counter,PME-1 inh,PAFAH2 inh,PAFAH1B2 inh,pPAFAH inh
O=C(NCC1CCCO1)C(c1ccco1)N(Cc1ccc(F)cc1)C(=O)CN1C(=O)c2ccccc2S1(=O)=O (centres undefined),4,6,2,0,2,-1,13,-3,0
Cc1cc(O)c(C(C)C)cc1NC(=O)c1ccccc1Cl,6,8,-5,0,2,-7,1,3,-4
COc1ccccc1/C=N/Nc1nc(C)c(C(C)=O)s1,-5,7,-5,5,4,0,4,4,0
